EPAC1 ag: activates human EPAC1 exchange factor; O95398; AID 720707; hit rate 0.073% among 360,000; Potency, µM (series often up to 154 µM), for inactives: at the highest dose activation, most hits filed as activators; EPAC1 agonist qHTS, biochemical assay; response scale: 100% = response to 6.5 mM cAMP; also: potency is read from the fitted curve at half-maximal effect; nearly all actives have a fitted effect of over 60% in size
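Fluorescent GDP-exchange assay: 100 nM EPAC1 with 250 nM Rap1B preloaded with BODIPY-GDP and 50 uM GDP; compounds tested as concentration series, 5 min at room temperature, then read every 5 min for 30 min (ex 480/em 540 nm); normalized to 6.5 mM cAMP.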
EPAC1 antagonist: antagonists of human EPAC1; AID 720709; hit rate 0.14% among 360,000; EPAC1 GEF assay, Rap1b-BODIPY-GDP exchange fluorescence; Potency, µM (top dose mostly 115 µM), for the others: at the highest dose activity change, negative = inhibition, actives largely listed as inhibitors; O95398;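 also: potency is read from the fitted curve at half-maximal effect; plate controls were vehicle for no effect and positive control for full effect; nearly all actives have a fitted effect of over 50% in size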
EPAC2 antag: blocks human EPAC2 exchange factor; Q8WZA2; EPAC2 GEF exchange of Rap1B-BODIPY-GDP, fluorescence; Potency, µM (top dose mostly 114 µM), for the others: at the top dose activity, negative = inhibition, most hits filed as inhibitors; hit rate 0.18% among 360,000; AID 720708; also: potency is read from the fitted curve at half-maximal effect; % is scaled to controls: 0 for no effect and ±100 for the full control effect; nearly all actives have a fitted effect of over 45% in size; many of its hits are not listed in these tables
Target sequence (Q8WZA2 whole entry, looked up): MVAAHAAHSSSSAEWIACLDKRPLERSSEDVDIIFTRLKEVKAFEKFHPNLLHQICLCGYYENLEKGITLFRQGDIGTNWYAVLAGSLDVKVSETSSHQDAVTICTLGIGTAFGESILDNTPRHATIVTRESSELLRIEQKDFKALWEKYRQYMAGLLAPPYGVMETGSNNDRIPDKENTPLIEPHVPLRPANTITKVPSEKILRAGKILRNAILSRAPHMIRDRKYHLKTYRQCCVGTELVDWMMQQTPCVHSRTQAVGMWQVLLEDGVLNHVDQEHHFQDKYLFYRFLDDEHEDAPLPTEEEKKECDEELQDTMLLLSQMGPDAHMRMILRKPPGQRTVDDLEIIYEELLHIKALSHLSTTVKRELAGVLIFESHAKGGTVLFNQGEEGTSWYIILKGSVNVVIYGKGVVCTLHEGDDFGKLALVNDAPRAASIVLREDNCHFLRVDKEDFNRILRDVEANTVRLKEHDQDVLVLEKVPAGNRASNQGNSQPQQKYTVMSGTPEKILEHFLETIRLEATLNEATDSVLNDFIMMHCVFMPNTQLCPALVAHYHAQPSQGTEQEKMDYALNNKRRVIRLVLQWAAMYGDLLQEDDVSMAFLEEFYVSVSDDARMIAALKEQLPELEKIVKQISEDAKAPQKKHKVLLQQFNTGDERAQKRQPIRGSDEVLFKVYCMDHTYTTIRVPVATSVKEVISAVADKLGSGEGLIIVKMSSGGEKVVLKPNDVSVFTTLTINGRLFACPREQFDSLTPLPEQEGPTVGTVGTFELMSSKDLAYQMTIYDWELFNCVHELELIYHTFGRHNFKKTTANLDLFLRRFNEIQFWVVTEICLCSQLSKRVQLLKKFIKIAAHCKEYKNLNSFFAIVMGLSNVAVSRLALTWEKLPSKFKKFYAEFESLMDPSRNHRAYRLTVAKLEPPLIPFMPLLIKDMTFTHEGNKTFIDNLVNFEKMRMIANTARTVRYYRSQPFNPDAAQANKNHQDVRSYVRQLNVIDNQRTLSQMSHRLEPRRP
PLK1 PBD block: blocks phosphopeptide binding to human PLK1 polo-box domain; AID 720504; Plk1 PBD binding of FITC phosphopeptide, fluorescence polarization; P53350; hit rate 2.8% among 360,000; Potency, µM, inactives show max response, negative = inhibition, most hits filed as inhibitors; also: potency is read from the fitted curve at half-maximal effect; series mostly up to about 57 µM; % is scaled to controls: 0 for no effect and ±100 for the full control effect; nearly all actives have a fitted effect of over 65% in size
Mm-Cpn inhibitor: inhibitors of Methanococcus maripaludis chaperonin (MmCpn). purified Mm-Cpn ATPase, ADP Transcreener TR-FRET. Potency, µM (doses to about 76.9 µM), without a hit: at the highest dose activity, negative = inhibition, hits mostly inhibitors. hit rate 0.031% among 330,000; also: potency is read from the fitted curve at half-maximal effect; % is scaled to controls: 0 for no effect and ±100 for the full control effect; nearly all actives have a fitted effect of over 80% in size
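ATPase turnover read by TR-FRET ADP competition (Eu cryptate antibody/ADP-d2, 665/590 nm): 10uM ATP final, 25nM Mm-CPN final, 30 min 37degC after 10-min compound preincubation, pH 7.4 Tris/KCl/MgCl2/DTT buffer.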
WRN inhibitor: inhibitors of human WRN helicase; hit rate 0.46% among 360,000; WRN helicase unwinding, fluorescent forked duplex, kinetic; Potency, µM (highest dose often 114 µM), without a hit: at the top dose activity change, negative = inhibition, usual class: inhibitors; also: potency is read from the fitted curve at half-maximal effect; % is scaled to controls: 0 for no effect and ±100 for the full control effect; nearly all actives have a fitted effect of over 55% in size
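WRN at 20 nM final preincubated with compound 15 min at room temperature; reaction started with 100 nM fluorophore/quencher forked duplex oligonucleotide and 2 mM ATP final. Unwinding followed kinetically by red fluorescence (ex 525, em 598 nm).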
PI5P4Ka inh: PI5P4K alpha (human) kinase inhibition. P48426. max response, %. PI5P4Kalpha enzyme, ADP-Glo luminescence, 60 min; active compounds read low. AID 652105. hit rate 1.2% among 330,000; active = max response of -50% or lower; inconclusive = between -30% and -50%; inactive = -30% or higher; also: value at the top dose of about 77 µM; % is scaled to controls: 0 for no effect and ±100 for the full control effect
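Single end-point luminescence (ADP-Glo) quantified ADP from PI5P4Kalpha turnover; ATP 5 microM final, 1 h at RT, 0.1% CHAPS and 0.28 mM EGTA in HEPES pH 7.4.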
CCT modulator: modulators of cytosolic chaperonin (CCT/TRiC) activity | purified chaperonin ATPase assay, HTRF ADP detection, 30 min | activity change, % (concentration not given with the values), hits read low | hit rate 0.3% among 360,000 | AID 651819; in the data active = activity change below about -30%; also: % is scaled to controls: 0 for no effect and ±100 for the full control effect
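TRiC at 40 or 20 nM final (batch-dependent) in 30 mM Tris pH 7.4, 100 mM KCl, 5 mM MgCl2, 1 mM DTT, with compound at single 76 uM and 10 uM ATP, 30 min at 37 deg C. ADP detected by HTRF Transcreener, 665/615 ratio.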
Active calls of the source: *; ? = inconclusive; / = not tested or not shown; [ ] = remark or other dose. Unless noted, calls follow the shape of the dose curve; as a rule, active = well fitted curve in the direction sought with a large enough effect; inconclusive = small, poorly fitted or top-dose-only effect, or another doubt; inactive = no such curve, though single readings can be large; an effect the other way counts as inactive or inconclusive. These rows are one share of the data. The share of hits here may be higher or lower than overall.

Below each SMILES: EPAC1 ag, EPAC1 antagonist, EPAC2 antag, PLK1 PBD block, Mm-Cpn inhibitor, WRN inhibitor, PI5P4Ka inh, CCT modulator
#1 CCC(C)CN1CCC(CO)(Cc2ccccc2Cl)CC1 (centres undefined)
→ -4%, -10%, -6%, -8%, 4%, 0%, 2, -2.4
#2 Cn1cnnc1SCC(=O)Nc1ccc2nc(SCc3ccccc3F)sc2c1
→ 19%, 12%, -1%, -6%, -12%, -7%, /, -4.7
#3 O=C(Cc1ccccc1)Nc1ccnn1C1CCN(Cc2nccs2)CC1
→ 1%, 33%[activator], 5%, -3%, 0%, -17%, -3, 0.7
#4 Cc1ccc(CNC(=O)CS(=O)(=O)c2ccccc2)cc1
→ 1%, -7%, 7%[57.1 µM], -5%, 2%, 6%, 0, -5.2
#5 CCC(=O)Nc1nnc(SCC(=O)NC2CCCC2)s1
→ -2%, -7%, -3%, -4%, -2%, -28%, -6, -1.4
#6 O=C(Nc1ccccc1)c1ccc(OC(=O)c2ccccc2)cc1
→ -3%, 10%, 16%, 6%, -5%, -2%, -4, -1.9
#7 CC(=O)N(CC#CCN(C(C)=O)c1ccccc1)c1ccccc1
→ -5%, -16%, -6%, -8%, /, -3%, -15, -1.0
#8 CC1CCCCC1NC(=O)c1c(O)nc2ccccn2c1=O (centres undefined)
→ 8%, -17%, -3%, -8%, -1%, 6%, -6, 0.4
#9 CC1CN(N=Cc2ccc([N+](=O)[O-])o2)C(=N)O1 (centres undefined)
→ -6%, 10%, 2%, -4%, /, 9%, 0, -1.1
#10 COc1cccc(OC)c1OCCN1CCC(C(=O)NC(c2ccc3c(c2)OCO3)c2ccccn2)CC1 (centres undefined)
→ 3%, -9%, -7%, -12%, /, -1%, 6, -1.4
#11 Cc1cc(Cl)c2oc(C(=O)N3CCN(C4CCS(=O)(=O)C4)CC3)c(C)c2c1 (centres undefined)
→ 6%, 8%, -4%, -9%, -1%, -5%, 0, 0.0
#12 CC1CCCCC12NC(=O)N(CC(=O)N1CCN(S(=O)(=O)c3cccs3)CC1)C2=O (centres undefined)
→ 1%, -2%, 6%, -2%, 0%, 2%, 2, -0.8
#13 COc1ccc(Nc2nc(N)nc(CSC(=S)N3CCOCC3)n2)cc1
→ 6%, -3%, 6%, -5%, -1%, -12%, 3, 0.2
#14 O=C(Nc1cccc(Cl)c1)c1ccc2c(=O)n3c(nc2c1)CCCCC3
→ 0%, -10%, -3%, -1%, -4%, -17%, -3, -1.1
#15 O=C(Nc1ccc(Cl)cc1C(=O)c1ccccn1)c1ccccc1
→ 6%, 1%, 6%, -5%, /, -4%, 0, 0.7
#16 CCN1CCN(c2ccc([N+](=O)[O-])c(Sc3nc4ccccc4[nH]3)c2)CC1
→ 13%, -10%, -3%, -13%, 2%, -5%, -5, 1.0
#17 CON(C)S(=O)(=O)c1cccc(C(=O)N(CC(=O)Nc2ccccc2C(F)(F)F)Cc2ccco2)c1
→ -8%, -11%, -3%, 0%, 1%, 2%, 0, -1.1
#18 O=C1c2ccccc2C(=O)N1CCc1nc2ccccc2c(=O)n1-c1ccccn1
→ -3%, 9%, 6%, -8%, -3%, 6%[57.1 µM], 2, -0.6
#19 O=C(Nc1ccccc1)[C@@H]1CC=C[C@@H]2CCN(C3CCCCC3)C(=O)[C@@H]21
→ 4%, 5%, 16%, 3%, /, 17%, -1, 0.6
#20 Cc1ccc2[nH]c3nc(NN)nnc3c2c1
→ -9%, ?, -2%, -12%, -3%, -7%, -29, 0.2

A different layout for some results above.
cpd	structure	EPAC1 ag	EPAC1 antagonist	EPAC2 antag	PLK1 PBD block	Mm-Cpn inhibitor	WRN inhibitor	PI5P4Ka inh	CCT modulator
5	CCC(=O)Nc1nnc(SCC(=O)NC2CCCC2)s1	-2%	-7%	-3%	-4%	-2%	-28%	-6	-1.4
6	O=C(Nc1ccccc1)c1ccc(OC(=O)c2ccccc2)cc1	-3%	10%	16%	6%	-5%	-2%	-4	-1.9
7	CC(=O)N(CC#CCN(C(C)=O)c1ccccc1)c1ccccc1	-5%	-16%	-6%	-8%	/	-3%	-15	-1.0
8	CC1CCCCC1NC(=O)c1c(O)nc2ccccn2c1=O (centres undefined)	8%	-17%	-3%	-8%	-1%	6%	-6	0.4
9	CC1CN(N=Cc2ccc([N+](=O)[O-])o2)C(=N)O1 (centres undefined)	-6%	10%	2%	-4%	/	9%	0	-1.1
10	COc1cccc(OC)c1OCCN1CCC(C(=O)NC(c2ccc3c(c2)OCO3)c2ccccn2)CC1 (centres undefined)	3%	-9%	-7%	-12%	/	-1%	6	-1.4
11	Cc1cc(Cl)c2oc(C(=O)N3CCN(C4CCS(=O)(=O)C4)CC3)c(C)c2c1 (centres undefined)	6%	8%	-4%	-9%	-1%	-5%	0	0.0
12	CC1CCCCC12NC(=O)N(CC(=O)N1CCN(S(=O)(=O)c3cccs3)CC1)C2=O (centres undefined)	1%	-2%	6%	-2%	0%	2%	2	-0.8
13	COc1ccc(Nc2nc(N)nc(CSC(=S)N3CCOCC3)n2)cc1	6%	-3%	6%	-5%	-1%	-12%	3	0.2

Following part
Below each SMILES: EPAC1 ag, EPAC1 antagonist, EPAC2 antag, PLK1 PBD block, Mm-Cpn inhibitor, WRN inhibitor, PI5P4Ka inh, CCT modulator
#21 CCOc1ccc(S(=O)(=O)Nc2ccc(C(=O)NCCCN3CCOCC3)cc2)cc1
→ -2%, -6%, -16%, 3%, -4%, -6%, 3, -4.0
#22 Cn1c(Nc2cccc(Cl)c2)nc2ccccc21
→ -3%, -9%, -6%, -9%, 3%, -5%, 10, -1.2
#23 O=C(CC1SC(N2CCCC2)=NC1=O)Nc1ccc(C(=O)N2CCN(c3cccc(Cl)c3)CC2)cc1 (centres undefined)
→ ?, -11%, -27%, -1%, 3%, 4%, 2, 0.7
#24 Cc1cc(Br)ccc1OCCNCc1ccccc1
→ 6%, 0%, -4%, 0%, 0%, -14%, 16, 1.6
#25 C/C(COc1ccccc1)=N\NC(=O)c1nnn(-c2nonc2N)c1CSc1ccc(C)cc1
→ 12%, -5%, -12%, -16%, /, 0%, -16, -1.2
#26 O=C1N/C(=N/N=C/c2ccccc2)SC1(c1ccccc1)c1ccccc1
→ 5%, 5%, 2%, -3%, -2%, -9%, /, -1.2
#27 CC(=O)Nc1ccc(NC(=O)c2ccccc2N(C)S(C)(=O)=O)cc1
→ -6%, 13%, 7%, -7%, 2%, 3%, /, 1.4
#28 COc1ccccc1C(C)NC(=O)CCC(=O)N1CCN(S(=O)(=O)c2ccc(Cl)cc2)CC1 (centres undefined)
→ -1%, 5%, -2%, 4%, /, -2%, -6, -4.4
#29 COc1cc(C)ccc1NC(=O)c1ccc(S(=O)(=O)N2CCOCC2)cc1
→ 9%, -21%, 0%, 3%, -1%, -4%, -1, -30*
#30 Cc1ccc(NC(=O)c2cc(N3C(=O)C=CC3=O)ccc2N2CCOCC2)cc1Cl
→ -20%, -15%, -1%, 4.7µM*, 0%, ?, -76*, 0.1
#31 Cc1ccc(S(=O)(=O)/C(=C\N(C)C)c2cnc(Cl)s2)cc1
→ -5%, 22%, -15%, -12%, -1%, 3%, -6, -1.5
#32 COc1ccc(S(=O)(=O)NCC(=O)N(CC2CCCO2)C(C(=O)NC2CCCC2)C(C)C)cc1 (centres undefined)
→ -6%, 9%, -2%, -29%, 1%, -2%, 6, -5.6
#33 Cc1cc(OCC(=O)N(Cc2ccco2)c2c(N)n(Cc3ccccc3)c(=O)[nH]c2=O)ccc1Cl
→ -3%, -5%, 14%, -18%, -1%, -3%, -13, -1.7
#34 CCCS(=O)(=O)NC(=O)C1(C)CCCN(C(=O)c2ccc(C(F)(F)F)nc2C)C1 (centres undefined)
→ 7%, -1%, 14%, -10%, /, 2%, 8, -4.9
#35 Cc1nonc1OCCNc1ccc([N+](=O)[O-])cc1
→ 12%, -5%, -6%, -6%, 0%, -2%, -4, 3.2
#36 COC(=O)c1ccc(NC(=O)CCCCCn2nnc3ccccc3c2=O)cc1
→ 6%, 22%, -2%, 3%, 1%, -1%, 5, -0.2
#37 CCc1cc(=O)[nH]c(SCC(=O)N2CCC(Cc3ccccc3)CC2)n1
→ 2%, 4%, 1%, -3%, 2%, -11%, 1, 0.6
#38 Cc1cccc(NC(=O)CNC(=O)c2cccc(S(=O)(=O)NCc3cccs3)c2)c1C
→ -14%, -20%, 1%, 7%, -1%, 7%, 4, 5.9
#39 CCOC(=O)c1ccc(-c2ccc(-c3cc(=O)oc4cc(OC)c(OC)c(OC)c34)cc2)cc1
→ -18%, -14%, -15%, -8%, -1%, 3%, -14, 1.2
#40 COc1cc(C2NC(=O)NC(C)=C2C(=O)OC(C)(C)C)ccc1OCC(=O)O (centres undefined)
→ 14%, -28%, 0%, -5%, /, 1%, /, 0.8

Other compounds.
Below each SMILES: EPAC1 ag, EPAC1 antagonist, EPAC2 antag, PLK1 PBD block, Mm-Cpn inhibitor, WRN inhibitor, PI5P4Ka inh, CCT modulator
#41 O=C(O)c1cn(-c2ccc(F)c(F)c2)c2c(F)c(F)c(F)c(F)c2c1=O
→ -4%, -11%, 3%, -7%, -1%, 0%, /, -0.8
#42 CC1(C)C2CCC1(C)C(NCC(O)COc1ccc(C#N)cc1)C2 (centres undefined)
→ -1%, -7%, 13%, 2%, ?, 13%, -11, -0.2
#43 O=C(c1ccccc1)N1CCN(C(=O)c2ccccc2Br)CC1
→ -6%, 7%, 7%, 0%, 0%, 14%, 0, 0.6
#44 O=C(COC(=O)c1c[nH]c2ccccc12)NC1CCCCC1
→ -8%, -6%, 6%, 1%, -26%, 6%, 0, 0.7
#45 CCC(=O)NC(c1cccs1)c1cc([N+](=O)[O-])c2cccnc2c1O (centres undefined)
→ 15%, ?, -14%, -8%, 1%, -30%, -19, -6.9
#46 CC(Sc1nnc(-c2cccnc2)n1N)C(=O)N1CCOCC1 (centres undefined)
→ 4%, 2%, -10%, -1%, 0%, -4%, 0, -6.2
#47 Cc1oc2c(c1C(=O)NCCCC(=O)O)CCCC2
→ -4%, 12%, 11%, -5%, 2%, 1%, /, 2.4
#48 Cc1ccc(NC2=CC(=O)C(=O)c3ccccc32)c(C)c1
→ 0%, -20%, 15%, -9%, -1%, 1%, 4, 0.2
#49 COc1ccccc1N(CC(=O)Nc1ccccc1C(=O)N1CCCC1)S(C)(=O)=O
→ -5%, 8%, -5%, 4%, -1%, -3%, 2, -1.8
